TDP1 inh: TDP1 (human) enzyme inhibition; Potency, µM (top dose mostly 130 µM), without a hit: at the top dose activity change, negative = inhibition, hits mostly inhibitors; Q9NUW8; AID 485290; 350,000 tested, 0.28% active; recombinant TDP1, AlphaScreen DNA substrate cleavage; note: nearly all actives have a fitted effect of over 40% in size
Target sequence (Q9NUW8 whole entry, looked up): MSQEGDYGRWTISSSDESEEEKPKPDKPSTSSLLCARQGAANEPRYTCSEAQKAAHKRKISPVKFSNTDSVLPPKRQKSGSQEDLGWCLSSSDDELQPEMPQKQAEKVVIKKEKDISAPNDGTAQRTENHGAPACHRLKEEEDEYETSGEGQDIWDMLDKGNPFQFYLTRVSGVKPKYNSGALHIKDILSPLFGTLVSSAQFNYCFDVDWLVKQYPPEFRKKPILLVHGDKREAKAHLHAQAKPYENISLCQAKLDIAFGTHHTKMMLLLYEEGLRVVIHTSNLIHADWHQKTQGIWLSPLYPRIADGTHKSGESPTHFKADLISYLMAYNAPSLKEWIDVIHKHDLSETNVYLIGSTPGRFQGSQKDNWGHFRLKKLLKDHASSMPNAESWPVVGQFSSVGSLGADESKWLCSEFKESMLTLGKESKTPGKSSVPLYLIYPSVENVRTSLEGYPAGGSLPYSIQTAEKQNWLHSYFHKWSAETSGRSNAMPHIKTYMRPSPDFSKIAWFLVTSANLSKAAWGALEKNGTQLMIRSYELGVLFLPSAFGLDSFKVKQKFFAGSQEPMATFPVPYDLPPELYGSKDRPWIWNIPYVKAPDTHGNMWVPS
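Compounds were preincubated with Tdp1 (1 nM final) for 15 min at room temperature before substrate (15 nM final) started a 5 min reaction; beads (10 ug/ml final) were then added for 10 min before AlphaScreen detection.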
TDP1 cell noCPT: qHTS for Inhibitors of human tyrosyl-DNA phosphodiesterase 1 (TDP1): qHTS in cells in absence of CPT; DT40 Tdp1-/- hTDP1 cells, no CPT, ATP luminescence, 48 h; Potency, µM (titrated, usually from 46.2 µM), without a hit: at the highest dose activity change, negative = growth inhibition, usual class: inhibitors; 420,000 tested, 15% active; note: nearly all actives have a fitted effect of over 55% in size
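Seeded 400 DT40-hTDP1 cells/well (vehicle DMSO, no 20 nM CPT); pinned compounds; ≥48 hr at 37 °C; CellTiter-Glo luminescence as viability measure.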
N370S GC: N370S glucocerebrosidase modulation, Gaucher chaperone candidate; P04062; N370S GC spleen homogenate, 4MU-glucoside fluorescence; Potency, µM (titrated, usually from 59.4 µM), for the others: at the top dose activity change, negative = inhibition, hits mostly inhibitors; 330,000 tested, 0.092% active; AID 2101;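 note: 0% = full enzyme activity and -100% = no enzyme basal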
* marks the source's active call; other numbers are inactive results; ? = inconclusive; · = not tested or not shown; & = joins results of further samples; [ ] = dose if it differs, or a comment. Calls come from the whole dose curve; as a rule, active = well fitted curve in the direction sought with a large enough effect; inconclusive = small, poorly fitted or top-dose-only effect, or another doubt; inactive = no such curve, though single readings can be large; an effect the other way counts as inactive or inconclusive. Unless noted, % is set by controls: 0 for no effect and ±100 for the full control effect; potency is the fitted concentration of half-maximal effect. Some of the compounds tested, so the mix of outcomes need not match the whole.

Screens in order – N370S GC, TDP1 inh, TDP1 cell noCPT
1: CC1CN(C(=O)CSc2nnc(CNC(=O)c3ccc(S(=O)(=O)N(C)C)cc3)o2)CC(C)O1 (configuration not stated)
 : -8%, 0%, -8%
2: O=C(Cn1ncn2c(cc3ccccc32)c1=O)NCCCc1ccccc1
 : -2%, 3%, -8%
3: NC(=O)CCC(NS(=O)(=O)c1ccc(Cl)cc1)C(=O)NCc1ccccc1 (configuration not stated)
 : -2%, 6%, ·
4: O/N=C(\c1ccccc1)C(O)c1ccccc1 (configuration not stated)
 : -6%, ·, ?
5: O=C(CNc1cccc([N+](=O)[O-])c1)N/N=C/c1ccc([N+](=O)[O-])o1
 : -7%, 5%, 2.6µM*
6: O=C(c1cccc(Cl)c1)N1CCN(C(=O)c2ccco2)CC1
 : 0%, -2%, 3%
7: CC1(C)OC(=O)C2(Cc3ccccc3N3CCC(c4ccccc4)CC32)C(=O)O1 (configuration not stated)
 : ·, 2%, 6%
8: CN(C)CC(C)(C)CNC(=O)C1CCN(Cc2ccccc2O)CC1
 : 3%, -7%, -14%
9: Cc1nnc(SCC(=O)N2CCCCC2)n1CC1CCCO1 (configuration not stated)
 : 12%, -2%, -2%
10: Cc1ccccc1-c1nc(CN2CCCC(C(=O)NCCCN3CCOCC3)C2)c(C)o1 (configuration not stated)
 : -8%, 1%, ?
11: Cc1cc(C)cc(-n2c(C)cc(C(=O)C(=O)Nc3nnc(C)s3)c2C)c1
 : ·, 6%, -7%
12: CC(C)N(C(=O)[C@H]1C[C@H](CC(=O)NC(C)(C)C)C(=O)N2CCc3c([nH]c4cc(CCC(=O)N(C)C)ccc34)[C@]12C)C(C)C
 : ·, 0%[56.1 µM], -14%
13: CCOC(=O)C1=C(c2ccc(OC)cc2)OC(N)=C(C#N)C1c1cccnc1 (configuration not stated)
 : -25%, -4%, ?
14: C=CCOC(=O)N[C@@H](Cc1ccccc1)/C(C(=O)OC)=C(\C)NCc1ccccc1
 : 11%, -6%, ·
15: CC(C)C(=O)NNc1ccc(C(F)(F)F)cn1
 : 3%, -11%, ?
16: CCOc1cc(C(=O)OCC(=O)Nc2ccc(SC(F)F)cc2)cc(OCC)c1OCC
 : 12%, -2%, -20%
17: COC(=O)c1sc(N)nc1C(C)(C)C
 : -5%, 3%, -5%
18: CCCCn1c(O)c(N=NC(=O)Cn2c(C(F)(F)F)nc3ccccc32)c2ccccc21
 : 17%, 5%, ?
19: CCOC(=O)c1nnn(-c2nonc2N)c1CN(CC)CC
 : -2%, -3%, -12%
20: CC1=CN2C(=NC(=O)CC2(C)C(=O)N(CC(=O)NC2CCCC2)Cc2ccc(Cl)cc2)C=C1 (configuration not stated)
 : ?, 0%[0.0935 µM], -1%

Whole records, quoted from the list. Order of values: N370S GC, TDP1 inh, TDP1 cell noCPT
COC(=O)c1sc(N)nc1C(C)(C)C is listed with -5%, 3%, -5%
O=C(CNc1cccc([N+](=O)[O-])c1)N/N=C/c1ccc([N+](=O)[O-])o1 is listed with -7%, 5%, 2.6µM*
CC1CN(C(=O)CSc2nnc(CNC(=O)c3ccc(S(=O)(=O)N(C)C)cc3)o2)CC(C)O1 (configuration not stated) is listed with -8%, 0%, -8%

The results go on.
Screens in order – N370S GC, TDP1 inh, TDP1 cell noCPT
21: O=C(O)/C=C/c1cn(Cc2ccccc2)nc1-c1cccs1
 : -4%, 0%, 6%
22: CCN(CC)S(=O)(=O)c1ccc(C(=O)NCCCn2ccnc2)cc1
 : 0%, 1%, -11%
23: COc1cc2c3c(c1OC)C1(C=CC(=O)C=C1)CC3N(C(C)=O)CC2 (configuration not stated)
 : 1%, 5%, -3%
24: Cc1ccccc1C(=O)Nc1cccc(C(=O)OCc2cc(=O)n3c(C)csc3n2)c1
 : ·, ?, ?
25: CCS(=O)(=O)N1CCN(c2cc3c(cc2[N+](=O)[O-])n(C)c(=O)n3C)CC1
 : 1%, 5%, ?
26: O=[N+]([O-])c1ccc(-c2cnc(SCc3ccccc3Cl)[nH]2)cc1
 : -1%, 6%, -11%
27: Cc1ccc(-c2nc(C(=O)NCCCN3CCOCC3)cc3c2[nH]c2ccccc23)cc1
 : -6%, ·, 3.3µM*
28: CC1CCCCC12NC(=O)N(CC(=O)NCCc1ccc(F)cc1)C2=O (configuration not stated)
 : ·, -1%, -2%
29: Cc1ccc(S(=O)(=O)NCCCNS(=O)(=O)c2ccccc2Br)cc1
 : ·, 0%[56.1 µM], ?
30: COc1cc(/C=N/Nc2cccc(C)c2)ccc1OC(=O)c1cccs1
 : -19%, 3%, -33%
31: O=C(Cn1ccc([N+](=O)[O-])n1)N1CCCCCC1
 : -2%, 5%, -22%
32: COc1cc(C(=O)OCCCOC(=O)c2cc(OC)c(OC)c(OC)c2)cc(OC)c1OC
 : -7%, 3%, ?
33: CCC1=C(OC(=O)N(CC)CC)N2C(=O)OC(=NCC3CC3)[C@]2(C)[C@H]2C1=CC[C@H]1C(=O)N(CC)C(=O)[C@H]12
 : -12%&-10%, 11%&0%, 3%
34: Cc1ccc(OCC(=O)Nc2ccc(S(=O)(=O)N3CCOCC3)cc2)c([N+](=O)[O-])n1
 : -4%, 4%, -10%
35: CC(=O)N/N=C(\C)c1cccc(NC(=O)c2cccs2)c1
 : -2%, 3%, -10%
36: COc1cccc(C(=O)Nc2ccc(F)c(F)c2F)c1
 : 19%, 6%, 3%
37: O=C(CC(O)(c1ccccc1)C(F)(F)F)c1cccs1 (configuration not stated)
 : -1%[12.8 µM], -1%, -1%
38: CC(C)c1ccc(C2(C)NC(=O)N(CC(=O)NC3(C#N)CCCC3)C2=O)cc1 (configuration not stated)
 : ·, 0%, -19%
39: CC(C)n1c(SCC(=O)Nc2nncs2)nnc1-c1ccco1
 : -10%, 11µM*, 0%
40: COc1ccc(NC(=O)C2CCCN(S(=O)(=O)c3c(C)n[nH]c3C)C2)cc1OC (configuration not stated)
 : 4%, -3%&-2%, ?

Later entries.
Screens in order – N370S GC, TDP1 inh, TDP1 cell noCPT
41: CC(C)NC(=O)NC(=O)COC(=O)c1ncc(Cl)c(Cl)c1Cl
 : 6%, 0%, -7%
42: O=C(NNC(=O)C1C2C=CC(C2)C1C(=O)O)c1ccccc1O (configuration not stated)
 : -5%, -3%, 12%
43: COc1ccc(NC(=O)C(Cc2ccccc2)NS(=O)(=O)c2ccc(Br)s2)cc1OC (configuration not stated)
 : ·, 5%, ?
44: CC(=O)Nc1ccc2c(c1)nc1n2CCSC1
 : 2%, 3%, -7%
45: CC(=O)N(CN1C(=O)CCC1=O)c1ccc(Cl)c(Cl)c1
 : -2%, -3%, -15%
46: CC(O)CNc1ncnc2nc[nH]c12 (configuration not stated)
 : 3%, 2%, -7%
47: O=C(/C=C/c1ccc(O)cc1)c1ccccc1
 : ?, 8%, ?
48: COc1ccc(NC(=O)C(OC)c2ccccc2)cc1Cl (configuration not stated)
 : 5%, 5%, -30%
49: Cc1ccc(C(=O)C2CCN(C(=S)NCCCOC(C)C)CC2)cc1
 : -3%, ·, ?
50: COc1cc(OC)cc(C(=O)NC2CCN(C(=O)N3c4ccccc4Sc4ccccc43)CC2)c1
 : -8%, 8%, ?
51: Cc1ccc(Cn2ncc3c(N4CCN(CC#N)CC4)ncnc32)cc1
 : 2%, 6%, ?
52: COC(=O)c1ccc(-n2c(/C=C\c3cccc(Br)c3)nc3ccccc3c2=O)cc1
 : ·, 5%, 2.9µM*
53: CCOC(=O)c1ccccc1NC(=O)CSc1nc2ccccc2c(=O)[nH]1
 : 21%, 5%, -14%
54: COc1ccc(-c2c(C(C)=O)c(C)nc3sc4c(=N)n(N)cnc4c23)cc1
 : -25%, 4%, ?
55: CCCCNC(=O)C(=O)N/N=C/c1ccc(C(=O)OC)cc1
 : 5%, -1%, 5%
56: O=C(CSc1nccc(=O)[nH]1)c1c[nH]c2ccccc12
 : 16%, 0%, 9%
57: CSc1cccc(NC(=S)N(CCN(C)C)C(C)c2ccncc2)c1 (configuration not stated)
 : -11%, 2%, ?
58: CC(C)CC(C(=O)NC1CCCC1)N(Cc1cccs1)C(=O)c1snc(C(N)=O)c1N (configuration not stated)
 : 3%, 0%[56.1 µM], ?
59: CCCC(=Nc1ccc(N)cc1)C1=C(O)C(C(=O)OC)C(C)(C)CC1=O (configuration not stated)
 : -18%, 2%, ?
60: CC1(C)Cc2c(ccc3ccccc23)C(NNC(=O)c2cccnc2)=N1
 : -15%, 2%, -7%

Some of these compounds in order of molar mass, highest first.
Screens in order – N370S GC, TDP1 inh, TDP1 cell noCPT
53: CCOC(=O)c1ccccc1NC(=O)CSc1nc2ccccc2c(=O)[nH]1
 : 21%, 5%, -14%
57: CSc1cccc(NC(=S)N(CCN(C)C)C(C)c2ccncc2)c1 (configuration not stated)
 : -11%, 2%, ?
44: CC(=O)Nc1ccc2c(c1)nc1n2CCSC1
 : 2%, 3%, -7%

Returning to the listing, repeating the 2 entries before the break.
Screens in order – N370S GC, TDP1 inh, TDP1 cell noCPT
59: CCCC(=Nc1ccc(N)cc1)C1=C(O)C(C(=O)OC)C(C)(C)CC1=O (configuration not stated)
 : -18%, 2%, ?
60: CC1(C)Cc2c(ccc3ccccc23)C(NNC(=O)c2cccnc2)=N1
 : -15%, 2%, -7%
61: CN(Cc1ccc(Cl)s1)C(=O)CSc1nnc(C2CC2)n1C1CC1
 : ·, 5%, 9%
62: O=C(NCCN1CCOCC1)c1cc2ccccc2oc1=O
 : ?, ·, -12%
63: Oc1ccccc1/C=C/c1noc(-c2ccccc2O)n1
 : ·, 8%, ?
64: COc1cc(CNCc2cc(OC)ccc2OC)cc(OC)c1
 : -6%, ·, -26%
65: CC(C)CCn1cnc2c(oc3nc4c(cc32)CCCC4)c1=O
 : ?, 0%, 21µM*
66: Cc1cc(C(=O)OCC(=O)Nc2cccc(S(N)(=O)=O)c2)c2ccccc2n1
 : -12%, 6%, -8%
67: Cn1c2c(c3cc([N+](=O)[O-])ccc31)CCCC2
 : -20%, 5%, -20%
68: CC(=O)OC1C=C[C@]2(C)C(CC(OC(C)=O)[C@@]3(C)C4=CC(=O)OC(c5ccoc5)[C@]4(C)CCC23)C1(C)C (some centres not stated)
 : 3%, 10%[56.1 µM], 21µM*
69: COc1ccc2c(c1OC)C(=O)N(c1ccccc1)C2=O
 : 9%, 3%, -6%
70: CN1CCCN(C(=O)c2ccc(Cl)s2)CC1
 : 0%, 2%, 0%
71: O=c1c(-c2nc3ccccc3s2)cccn1Cc1ccc(Cl)c(Cl)c1
 : ?, ·, -1%
72: O=C(Nc1cccc(C(F)(F)F)c1)Nc1nnc(N2CCCCC2)s1
 : ·, 0%, ?
73: CC(=O)N1c2ccc(S(=O)(=O)NCCC(=O)Nc3ccc(F)cc3C)cc2CC1C (configuration not stated)
 : -10%, 4%, -4%
74: O=C1NCCCc2c1oc1ccc(O)cc21
 : 7%, 8%, ?
75: CCc1ccccc1NC(=S)N(CCN1CCCCCC1)Cc1ccco1
 : -1%, 4%, -1%
76: Cc1ccc(CNC(=O)c2nc(SCc3ccccc3F)ncc2Cl)cc1
 : ·, 2%, ?
77: Cc1noc(C(F)(F)F)c1C(=O)NNC(=O)c1ccccc1
 : 5%, -6%, -11%
78: O=C(CN1CCCC1)NC12CC3CC(CC(C3)C1)C2
 : -27%, 2%, -3%
79: CCOC(=O)CC(NC(=O)CCc1c(C)nc2ncnn2c1C)c1ccc(C)cc1 (configuration not stated)
 : ?, 2%&9%, -16%&1%
80: CCC(C)NC(=O)C(Cc1ccccc1)NS(=O)(=O)c1ccc2c(c1)CCC(=O)N2 (configuration not stated)
 : -8%, 0%, 13%

The results go on:
Screens in order – N370S GC, TDP1 inh, TDP1 cell noCPT
81: CN(C)S(=O)(=O)c1cccc(NC(=S)NN=C(Cc2ccccc2)Cc2ccccc2)c1
 : 0%, 4%, 5.2µM*
82: CCOc1cc(C(=O)O)cc(Cl)c1OCC#N
 : -9%, 5%, 1%
83: CCN(CCN(C)C)C(=O)Cn1ncc2c([nH]c3ccc(C)cc32)c1=O
 : ·, 2%, -20%
84: Cc1nc(SCCOc2ccccc2)[nH]c(=O)c1Cc1ccccc1
 : -1%, ·, ?
85: CC(=O)/C(=N\Nc1ccccc1)Sc1cccc2cccnc12
 : 19%, 6%, -12%
86: CCc1ccc(C(=O)c2cn(CC(=O)Nc3ccc(F)cc3)c3ccc(F)cc3c2=O)cc1
 : ·, 4%, ?
87: Cn1c(NC(=O)c2ccco2)cc(=O)n(C)c1=O
 : 7%, 4%, -9%
88: COc1ccc(-c2nnc(SCC(=O)NC3CCCCC3)nc2-c2ccc(OC)cc2)cc1
 : ·, 2%, ?
89: Nc1ccccc1-n1c(=O)n(Cc2ccccc2F)c(=O)c2[nH]cnc21
 : -5%, ·, 21µM*
90: CCN(CC)C(=O)c1[nH]cnc1C(=O)NC1CCN(C(=O)OC(C)(C)C)CC1
 : ·, 2%, -7%

Compound activity from PubChem.
